Screening data from PubChem.
FadD28 FP inh: blocks FadD28 binding to the bisubstrate probe | fluorescence polarization | inhibition, % at 12.5 µM | 360,000 tested, 0.22% active | AID 588549; in the data active = inhibition above about 8.5%, passing the limit was not always enough; inconclusive = no clear call, values can overlap the other calls
BoNT A protease: blocks Botulinum neurotoxin A light chain protease; 360,000 tested, 0.17% active; multiplex microsphere protease substrate cleavage, flow cytometry; inhibition, % at 10 µM; in the data active = inhibition above about 30%; inconclusive = no clear call, values can overlap the other calls; also: plate controls were buffer without enzyme for full effect and enzyme alone for no effect
GDH-TPI inh: inhibits GDH-TPI coupling enzymes, artifact for Mtb FBA screen. GDH-TPI coupled enzyme counterscreen, NADH absorbance. 360,000 tested, 1.2% active. inhibition, % at 4.8 µM;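 also: 0% = DMSO wells and 100% = wells lacking the enzyme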
Mtb FBA inh: Mtb fructose-bisphosphate aldolase inhibition; AID 588726; purified M. tuberculosis FBA, fluorescence read-out; inhibition, % at 1 µM; P9WQA3; 360,000 tested, 2.3% active; in the data active = inhibition above about 27%;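 also: 0% = vehicle and 100% = reference inhibitor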
Target sequence (P9WQA3 whole entry, looked up): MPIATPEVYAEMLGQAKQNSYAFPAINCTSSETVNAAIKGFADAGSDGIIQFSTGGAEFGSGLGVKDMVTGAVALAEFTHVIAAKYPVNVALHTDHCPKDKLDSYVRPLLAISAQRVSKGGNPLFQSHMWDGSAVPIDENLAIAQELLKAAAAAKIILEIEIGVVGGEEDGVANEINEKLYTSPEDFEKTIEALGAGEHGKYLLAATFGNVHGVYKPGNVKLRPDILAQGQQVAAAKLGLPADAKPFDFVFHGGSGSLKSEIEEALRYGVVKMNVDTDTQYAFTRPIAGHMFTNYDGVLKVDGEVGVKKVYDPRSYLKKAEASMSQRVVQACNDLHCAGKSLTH
UGM FP inh: blocks M. tuberculosis UGM enzyme. purified UGM, fluorescence polarization probe displacement. 320,000 tested, 0.06% active. P9WIQ1. inhibition, % at 10 µM; in the data active = inhibition above about 10%, passing the limit was not always enough; inconclusive = no clear call, values can overlap the other calls
Target sequence (P9WIQ1 whole entry, looked up): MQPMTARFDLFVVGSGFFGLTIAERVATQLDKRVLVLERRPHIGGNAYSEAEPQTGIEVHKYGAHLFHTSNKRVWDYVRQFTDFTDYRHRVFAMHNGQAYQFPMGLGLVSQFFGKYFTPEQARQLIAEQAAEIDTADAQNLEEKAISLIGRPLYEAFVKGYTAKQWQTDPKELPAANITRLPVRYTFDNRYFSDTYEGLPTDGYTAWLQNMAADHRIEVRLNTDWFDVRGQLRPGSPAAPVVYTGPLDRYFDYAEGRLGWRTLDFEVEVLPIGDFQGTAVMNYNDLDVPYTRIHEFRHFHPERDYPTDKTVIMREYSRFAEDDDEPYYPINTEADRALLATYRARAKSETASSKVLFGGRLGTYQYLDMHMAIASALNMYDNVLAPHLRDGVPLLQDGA
PrPC surface inh: inhibitors of human cell surface prion protein PrPC. 370,000 tested, 0.43% active. inhibition, % at 13.8 µM. TR-FRET read-out; in the data active = inhibition above about 24%; also: 0% = median of the test wells and 100% = reference compound wells
Mtb BioA inh: inhibitors of Mycobacterium tuberculosis BioA enzyme; purified M. tuberculosis BioA enzyme, plate reader; inhibition, % at 9.99 µM; 360,000 tested, 0.096% active; AID 602481; in the data active = inhibition above about 40%; inconclusive = no clear call, values can overlap the other calls
BoNT F protease: inhibitors of Botulinum neurotoxin F light chain protease. 360,000 tested, 0.22% active. AID 588497. Multiplex microsphere protease cleavage assay, flow cytometry. inhibition, % at 10 µM; in the data active = inhibition above about 35%, passing the limit was not always enough; inconclusive = no clear call, values can overlap the other calls; also: plate controls were buffer without enzyme for full effect and enzyme alone for no effect
CCHF vOTU inh: blocks the CCHF virus ovarian tumor domain protease. CCHFV vOTU protease, Pep-AMC fluorescence. inhibition, % at 11.5 µM. 370,000 tested, 0.55% active. AID 651958; also: 0% = vehicle wells with enzyme and 100% = no enzyme wells
* hit, by the source's call; ? = inconclusive; nt = no result given. Rule as the data show it, unless noted: active = inhibition above about 30%; inactive = the rest.

SMILES | FadD28 FP inh | BoNT A protease | GDH-TPI inh | Mtb FBA inh | UGM FP inh | PrPC surface inh | Mtb BioA inh | BoNT F protease | CCHF vOTU inh
C=CCn1c(C(C)NC(=O)COC)nc2ccccc21 (configuration not stated) | -3.1 | -0.2 | 7 | 1 | 0.2 | 6 | -1.5 | -8 | 18
CC1=C(CC(=O)O)c2cc(F)ccc2C1=Cc1ccc(S(C)(=O)=O)cc1 | -2.7 | -0.1 | 21 | -1 | -0.9 | -2 | 8.8 | -8 | 14
CCn1cc(C(=O)NCc2ccccc2OC)c(=O)c2cc(S(=O)(=O)N(C)C)ccc21 | -2.4 | -0.4 | 21 | 3 | -4.8 | 0 | 3.9 | -3 | -3
CN(C(=O)COC(=O)CNC(=O)c1cccs1)c1c(N)n(Cc2ccccc2)c(=O)[nH]c1=O | -3.0 | -0.3 | -1 | 0 | 0.8 | 2 | 0.1 | 1 | 3
COc1ccc(Nc2c(C)cccc2C)cc1 | -2.7 | -1.3 | 4 | -1 | -1.3 | 6 | 0.2 | -8 | 3
O=C(O)CN1C(=O)Nc2ccc(Br)cc2C1c1ccccc1 (configuration not stated) | -6.1 | 0.1 | -8 | -2 | 8.3 | 3 | -0.2 | 9 | 0
COc1cccc(-c2nn(-c3ccc(C)cc3)cc2C(=O)NCC(c2cccs2)N2CCOCC2)c1 (configuration not stated) | -1.4 | -3.7 | -3 | 0 | -4.6 | -4 | -1.0 | -5 | 4
COc1ccc2c(c1)c(=O)oc1c(C)c(OC(C)C(=O)N[C@@H](Cc3c[nH]c4ccc(O)cc34)C(=O)O)ccc12 (some centres not stated) | 6.3 | -0.3 | 16 | 19 | 0.1 | -2 | 5.8 | -13 | -5
COC(=O)COC(=O)c1ccc(O)cc1 | 0.6 | -0.2 | 12 | 4 | 5.8 | -2 | -8.3 | -11 | 6
CC(/C=C/c1ccccc1)=N\NC(N)=S | -1.3 | 0.2 | 30 | -14 | 1.0 | -5 | -2.0 | 0 | 15
Cc1cc(C)nc(N2N=C(c3ccccc3)CC2=O)n1 | -1.4 | -0.2 | 15 | 1 | 0.2 | -7 | nt | -7 | -16
O=C(Nc1ccc(NC(=O)c2ccccc2Br)cc1)c1ccccc1 | -2.0 | -1.0 | 2 | 1 | -1.1 | 13 | 0.4 | ? | 15
O=C(COc1ccccc1Br)N1CCNC1=O | 0.5 | -2.1 | 7 | 0 | -1.0 | 7 | -4.2 | -9 | -2
COc1ccc(C(=O)Nc2ccc3[nH]c(-c4cccc(OC)c4)cc(=O)c3c2)cc1 | -1.7 | -0.4 | 13 | 9 | 2.5 | -3 | -0.9 | -8 | -10
CN1C(=O)c2ccc(C(=O)NCc3ccc4c(c3)OCO4)cc2C1=O | -0.9 | -1.1 | 3 | 3 | -2.1 | 3 | nt | -7 | -7
CC(=O)N(c1ccccc1)C(C)c1nc(C#N)c(C#N)nc1C (configuration not stated) | -2.0 | 0.6 | -6 | -1 | -0.9 | -8 | 0.0 | 2 | -4
CCn1c(C)nnc1SCC(=O)Nc1ccc(OC)cc1 | -3.1 | 0.7 | 0 | -4 | nt | 0 | -0.4 | 3 | -6
CCCOc1ccc(/C=C2\SC(N)=NC2=O)cc1OC | -3.7 | 0.9 | 15 | -1 | -0.2 | -28 | -1.3 | -4 | 5
Cc1ccccc1/C=C/c1nc2ccccc2c(=O)n1Cc1ccccc1 | 0.5 | -0.5 | 1 | 1 | -0.1 | 1 | nt | -6 | -10
O=C(CCCc1ccccc1)Nc1ccnn1C1CCN(Cc2ccc(CO)o2)CC1 | -1.1 | 3.6 | 5 | 1 | -0.4 | 4 | -2.7 | -2 | 8
COc1cccc(CN(C)CC(=O)Nc2cccc(S(N)(=O)=O)c2)c1OC | -1.3 | -0.6 | -5 | 5 | -0.5 | -1 | nt | -6 | 12
CC(=O)c1c(C(C)=O)c(C)n(NC(=O)c2cccnc2)c1C | -1.0 | -0.7 | 10 | 2 | 3.0 | 2 | -2.3 | -3 | -16
CC(C)N1C2OC(C3OC4C(O3)N(C(C)C)S(=O)(=O)N4C(C)C)OC2N(C(C)C)S1(=O)=O (configuration not stated) | -0.1 | 0.1 | -12 | 1 | 1.1 | -2 | -1.0 | 0 | -7
CC1Cc2ccccc2N1C(=O)COc1ccc2c(c1)OCO2 (configuration not stated) | -1.1 | -0.6 | 5 | -3 | -1.9 | -2 | 2.3 | 2 | 4
Cc1cccc(C(=O)NC2CCN(C(=O)N3CCOCC3)CC2)c1 | 0.1 | -0.2 | 2 | 4 | 0.0 | 2 | 1.2 | 17 | -1

Overlap with the part before: two entries, followed by the next part.
SMILES | FadD28 FP inh | BoNT A protease | GDH-TPI inh | Mtb FBA inh | UGM FP inh | PrPC surface inh | Mtb BioA inh | BoNT F protease | CCHF vOTU inh
CC1Cc2ccccc2N1C(=O)COc1ccc2c(c1)OCO2 (configuration not stated) | -1.1 | -0.6 | 5 | -3 | -1.9 | -2 | 2.3 | 2 | 4
Cc1cccc(C(=O)NC2CCN(C(=O)N3CCOCC3)CC2)c1 | 0.1 | -0.2 | 2 | 4 | 0.0 | 2 | 1.2 | 17 | -1
COc1ccccc1Nc1nc(-c2sc(NC(=O)c3ccco3)nc2C)cs1 | -2.4 | 1.5 | 23 | 3 | 0.3 | -2 | -5.7 | -8 | 0
Cc1ccc(C)c(S(=O)(=O)N2CCCCC2CCNC(=O)C(=O)NCCc2ccco2)c1 (configuration not stated) | -0.4 | 1.1 | -6 | -3 | 0.8 | -6 | 0.0 | -8 | 3
COC(=O)C1=C(C)N(CCCC(=O)O)C(=O)NC1c1ccc(Br)cc1 (configuration not stated) | -2.6 | -0.2 | 11 | 0 | 2.2 | 1 | -0.6 | -11 | -8
O=C(O)c1ccc(N/N=C/C2=C(N3CCOCC3)C(=C\c3ccccc3)/CC2)cc1 | 4.4 | 1.6 | 19 | -1 | -0.8 | -5 | 8.9 | 5 | 3
Nc1nc(NCCO)nc(NC2CCCCC2)c1[N+](=O)[O-] | -0.8 | -4.2 | 22 | 0 | 4.2 | 0 | 1.6 | 9 | 16
Cc1nc2sc(C)c(C)c2c(=O)[nH]1 | -1.3 | 1.5 | -3 | 2 | -3.5 | -5 | 0.3 | -1 | 0
O=C(NNC(=O)c1ccc([N+](=O)[O-])cc1)c1ccc(Br)cc1 | 0.4 | -1.7 | 15 | 0 | 0.5 | -6 | -1.4 | -30 | -6
Cc1cccc(C(=O)NNC(=O)/C=C/C(=O)O)c1 | -0.7 | -0.4 | 3 | -4 | 3.0 | 3 | nt | 5 | 17
CC(=O)N1CCC(C(=O)N2CCN(S(=O)(=O)c3ccc(Cl)s3)CC2)CC1 | -0.5 | 2.5 | 1 | 0 | -0.6 | 4 | 1.0 | -2 | 8
COc1cccc(NC(=O)CN2C(=O)CSc3ccc(S(=O)(=O)N4CCC(C)CC4)cc32)c1 | -0.3 | -1.6 | 10 | 7 | -2.7 | 22 | -4.1 | -7 | 10
CCC(=NCc1ccco1)c1c(O)n(-c2ccc(OC)cc2)c(=O)[nH]c1=O | -1.1 | 0.1 | 13 | -4 | -1.3 | 0 | -3.3 | -2 | -3
Cc1ccc(C)c(S(=O)(=O)N2CCN(C(=O)CCc3c[nH]c4ccccc34)CC2)c1 | -0.6 | nt | -1 | -1 | -0.9 | 2 | 0.5 | nt | 9
CCCCNC(=O)C1CCN(S(=O)(=O)c2c(C)noc2/C=C\c2ccc(OC)cc2)CC1 | 0.3 | 4.1 | 19 | 6 | 2.2 | -1 | -5.0 | 4 | -5
CCN(CC)c1ccc2cc(C(=O)NNC(=O)c3ccc(S(=O)(=O)N4CCCCC4)cc3)c(=O)oc2c1 | -2.4 | 9.9 | 5 | -1 | 2.7 | 0 | -3.4 | 3 | -5
CCOc1ccc(OCC)c(N=c2oc3c(C)ncc(CO)c3cc2C(N)=O)c1 | -0.1 | -3.5 | -1 | -1 | 0.8 | 3 | -2.7 | -42 | -7
CCOC(=O)c1c(C)n(C)c2ccc(O)c(CN3CCN(C)CC3)c12 | 0.4 | -0.4 | 8 | 2 | -2.4 | -7 | nt | -11 | 2
CCC(C)(C)C1CCc2nc3ccccc3c(C(=O)OC(C)C(=O)Nc3c(C)n(C)n(-c4ccccc4)c3=O)c2C1 (configuration not stated) | -3.1 | -0.1 | 3 | -1 | 1.2 | -3 | nt | -1 | -3
CN(C)c1nc(=NCc2cccs2)ss1 | -3.1 | 0.5 | -9 | -2 | nt | 17 | nt | -6 | -10
COc1ccccc1C(C#N)N1N=C(C)CC1(C)C (configuration not stated) | -1.7 | 0.1 | -2 | -3 | -1.2 | 0 | nt | 0 | -2
COc1ccc(/C=C/C(=O)O/N=C(\N)c2cccnc2)cc1OC | -3.8 | -0.9 | 21 | 1 | 3.9 | -5 | nt | -3 | -4
CN(C)/C=C/c1c(C#N)c(=O)ncn1Cc1ccccc1 | -2.0 | ? | 21 | -2 | -0.2 | 9 | 1.2 | 0 | 1
C[C@H]1CN=C(N(C)C)N1CCc1ccc(F)cc1 | -4.7 | -0.7 | -6 | -1 | -0.3 | 0 | 0.4 | -2 | -10
COc1ccc(S(=O)(=O)N2CCN(C(c3ccccc3)c3ccccc3)CC2)cc1NC(C)=O | -3.6 | -4.2 | -3 | -2 | 0.9 | 0 | -0.8 | -8 | 2
O=C(COC(=O)c1ccccc1OCc1ccccc1Cl)NC1CCS(=O)(=O)C1 (configuration not stated) | -2.6 | 0.1 | -9 | -2 | 0.9 | 1 | -0.4 | -5 | -9
COc1ccc(NC(C)C(=O)N/N=C/c2cc(Br)ccc2OC)cc1 (configuration not stated) | -0.1 | -0.3 | 2 | 2 | 1.9 | 0 | 0.5 | -1 | 10
CCCc1noc2c1/C(=N\O)CCC2 | -1.1 | 1.2 | 1 | -2 | -1.6 | -9 | nt | -9 | 1
Cc1c(NC(=O)c2c(F)c(F)c(F)c(F)c2F)c(=O)n(-c2ccccc2)n1C | -2.4 | 1.6 | -4 | -9 | 3.8 | -4 | -0.3 | 4 | -1
O=C(NCCC1CCCCN1S(=O)(=O)c1ccccc1)C(=O)NCc1ccccn1 (configuration not stated) | -1.6 | -5.8 | -6 | -2 | -2.6 | -5 | 0.2 | -10 | 1
O=C(COC(=O)c1cc(=O)[nH]c(=O)[nH]1)Nc1ccccc1F | -3.9 | 0.3 | 7 | 0 | -0.7 | -7 | -0.8 | 1 | -10
Cc1cc(NC(=O)Cn2nc([N+](=O)[O-])c(Br)c2C)no1 | -2.1 | nt | 6 | 2 | -0.6 | 3 | nt | nt | -3

Some entries already given, showing only PrPC surface inh, Mtb FBA inh and GDH-TPI inh.
Compound	PrPC surface inh	Mtb FBA inh	GDH-TPI inh
O=C(COC(=O)c1cc(=O)[nH]c(=O)[nH]1)Nc1ccccc1F	-7	0	7
Cc1ccc(C)c(S(=O)(=O)N2CCCCC2CCNC(=O)C(=O)NCCc2ccco2)c1 (configuration not stated)	-6	-3	-6
CCN(CC)c1ccc2cc(C(=O)NNC(=O)c3ccc(S(=O)(=O)N4CCCCC4)cc3)c(=O)oc2c1	0	-1	5
Cc1cc(NC(=O)Cn2nc([N+](=O)[O-])c(Br)c2C)no1	3	2	6
O=C(COC(=O)c1ccccc1OCc1ccccc1Cl)NC1CCS(=O)(=O)C1 (configuration not stated)	1	-2	-9
Cc1nc2sc(C)c(C)c2c(=O)[nH]1	-5	2	-3
